Compound activity (PubChem BioAssay)
ERAP1 HTS inh: human ERAP1 aminopeptidase inhibitors, primary screen, biochemical, single point, plate reader | recombinant ERAP1, Leu-AMC fluorescence, 60 min | inhibition, % at 10.7 µM | 340,000 tested, 0.15% active | AID 652197, 2013;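 active means mean replicate inhibition of at least 30%, or all replicates individually reaching that 30% level; inactive means mean below 30% and not every replicate reaching it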;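 further: 0% = neutral control wells and 100% = L-leucinethiol positive control wells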
ERp5 inh: inhibitors of ERp5-driven insulin aggregation, primary screen, biochemical, turbidity, absorbance 650 nm, single point; Protein disulfide-isomerase A6 (Homo sapiens), Q15084; 90 min; inhibition, % at 9.99 µM; 350,000 tested, 0.05% active; AID 651711, 2012;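 active means mean replicate inhibition above about 25%, with every replicate also reaching it, limit read from the data, passing the limit was not always enough; inconclusive means only one of those two criteria met; inactive means neither criterion met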
Target sequence (Q15084 whole entry, looked up): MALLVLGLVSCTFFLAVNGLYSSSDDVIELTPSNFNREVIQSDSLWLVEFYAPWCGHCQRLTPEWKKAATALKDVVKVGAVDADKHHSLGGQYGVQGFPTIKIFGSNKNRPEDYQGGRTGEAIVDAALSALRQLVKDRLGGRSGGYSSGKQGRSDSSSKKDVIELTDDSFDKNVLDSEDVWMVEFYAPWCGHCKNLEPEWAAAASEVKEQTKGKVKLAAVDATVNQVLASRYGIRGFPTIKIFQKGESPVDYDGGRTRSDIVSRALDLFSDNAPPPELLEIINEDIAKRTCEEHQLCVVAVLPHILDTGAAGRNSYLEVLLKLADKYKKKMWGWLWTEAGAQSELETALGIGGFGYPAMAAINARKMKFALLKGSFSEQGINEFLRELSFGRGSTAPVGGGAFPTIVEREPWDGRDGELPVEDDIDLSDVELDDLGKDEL
F508del corr: F508del CFTR correction, initial screen, CFBE line, single point. CFBE cells, YFP halide quenching; stimulated with forskolin plus potentiator P3; % fluorescence drop versus neutral controls. activity (quench increase), % at 7.58 µM. 350,000 tested, 0.36% active;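 active means mean added fluorescence quench of at least 8% versus neutral control, with both replicates also reaching 8%; inconclusive means only one of the mean or replicate conditions met; inactive means mean below 8% and not both replicates reaching 8%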;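 further: cells transiently co-express mutant CFTR-F508del with the halide-sensitive YFP; corrector assay measuring rescue of mutant channel to the surface after 24 h compound exposure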
DENV2 CPE: inhibitors of DENV2 cytopathic effect, primary screen, cell-based, plate reader, single concentration; CPE inhibition, % at 9.99 µM; 350,000 tested, 1.7% active; AID 651640, 2012; DENV2-infected cells, cytopathic effect rescue; in the data active means CPE inhibition above about 20%, passing the limit was not always enough; inconclusive means no clear call, values can overlap the other calls; tested in BHK-21 cells;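 further: 0% = median of neutral control wells and 100% = median of positive control wells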
miR-122 sensor: miR-122 Renilla sensor signal increase in Huh7, primary screen, miR-122 inhibitor project, cell-based, single point, plate reader; activation (reporter increase), % at 12.5 µM; AID 602342, 2012; 340,000 tested, 0.3% active; Huh7 miR-122 Renilla luciferase sensor, 48 h; neutral wells = 0, positive control = 100;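 active means mean replicate activation score at least 90 and every replicate individually at or above 90; inconclusive means only one of the two criteria met; inactive means neither criterion met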;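 further: higher luciferase means less miR-122 activity so hits act as miR-122 inhibitors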
CASP6 VEID inh: human caspase-6 inhibitors, primary screen, biochemical, VEID-R110 fluorescence, single point, set 2; 350,000 tested, 0.53% active; inhibition, % at 12.5 µM; purified caspase-6, Z-VEID-R110 cleavage fluorescence; P55212;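 active means mean inhibition across replicates at least about 35%, with every replicate also reaching that limit, limit read from the data; inconclusive means only one of the two criteria met; inactive means neither criterion met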;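 further: 0% = median of neutral control wells and 100% = no fluorescence left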
Target sequence (P55212 24-179 limits assumed): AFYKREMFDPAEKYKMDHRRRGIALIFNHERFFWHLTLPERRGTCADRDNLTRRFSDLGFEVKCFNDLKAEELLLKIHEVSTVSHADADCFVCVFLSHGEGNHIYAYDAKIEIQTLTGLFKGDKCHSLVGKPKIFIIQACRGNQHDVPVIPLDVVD
Target sequence (P55212 194-293 limits assumed): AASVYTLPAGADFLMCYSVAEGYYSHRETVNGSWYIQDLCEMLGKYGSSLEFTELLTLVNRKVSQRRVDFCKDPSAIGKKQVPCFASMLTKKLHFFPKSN
SIRT5 inh: SIRT5 desuccinylase inhibitors, primary screen, biochemical, fluorescence imaging, single point, set 5; NAD-dependent protein deacylase sirtuin-5, mitochondrial (Homo sapiens), Q9NXA8; Purified SirT5, succinyl-peptide AMC, trypsin-coupled fluorescence; inhibition, % at 15 µM; 330,000 tested, 1.1% active; AID 652115, 2013; in the data active means inhibition above about 15%; inconclusive means no clear call, values can overlap the other calls
Target sequence (Q9NXA8 whole entry, looked up): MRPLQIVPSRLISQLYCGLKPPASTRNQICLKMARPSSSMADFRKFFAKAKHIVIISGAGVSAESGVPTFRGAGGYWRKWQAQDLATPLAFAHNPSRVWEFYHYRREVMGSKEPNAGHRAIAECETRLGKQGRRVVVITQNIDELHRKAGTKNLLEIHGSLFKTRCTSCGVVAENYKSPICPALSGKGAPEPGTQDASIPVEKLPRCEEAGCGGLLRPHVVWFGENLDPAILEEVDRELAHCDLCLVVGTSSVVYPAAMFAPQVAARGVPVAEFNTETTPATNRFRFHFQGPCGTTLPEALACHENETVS
Starred values were filed as active, the others as inactive; u = inconclusive; x = no result given; & = joins results of further samples; [ ] = remark or other dose. Rows were taken by chance. Share with any hit: about 4%.

compound,ERAP1 HTS inh,ERp5 inh,F508del corr,DENV2 CPE,miR-122 sensor,CASP6 VEID inh,SIRT5 inh
Cc1ccc(CNC(=O)CN2C(=O)NC(C)(c3ccccc3Cl)C2=O)cc1 (configuration not stated),1,1,-2.7,-7,x,2,-5
CCCNC(=O)Nc1cc(OC)c(OC)cc1Cc1nccc2cc(OC)c(OC)cc12,1,-1,2.2,2,-6,1,1
Cc1ccc([C@H]2C[C@H](O)[C@@H](n3cc(COC(=O)c4ccccc4)nn3)CN2C(=O)C2CCCCC2)cc1,x,1,0.3,-14,-3,1,x
COc1ccc(C(=O)NC(=S)Nc2ccc(CN3CCOCC3)cc2)cc1Cl,1,2,-0.9,-3,3,-1,-1
O=C(NCCc1ccccc1)c1ccc(CS(=O)(=O)c2ccc(Cl)cc2)o1,1,2,0.2,0,x,2,-9
CCOC(=O)C(=O)N(C)c1c(CC)nc2c(OCc3ccc(OC)cc3)cccn12,-8,9,-2.5,-4,7,-2,3
CCOC(=O)[C@]12CCC=C1N(Cc1cccc3ccccc13)C(=O)[C@H](CC(=O)N1CCOCC1)C2,x,4,1.8,6,x,-3,x
CC(=S)/C=C1\Sc2ccccc2N1C,4,-4,-0.1,9,-4,-1,-1
NS(=O)(=O)c1ccc(NC(=O)CSc2ncn[nH]2)cc1,-1,1,0.4,-5,-6,3,1
O=C(C[C@@H]1CC[C@H]2[C@@H](COC[C@@H](O)CN2C(=O)C2CCCC2)O1)NCc1ccncc1,-3,-20,0.7,-5,138*[16.7 µM],-1,0
O=C(NCCc1ccc2c(c1)OCCO2)c1cccc(F)c1,8,-3,-2.8,-4,x,0,2
C[C@@H]1CN([C@@H](C)CO)C(=O)c2cc(C#CC3CC3)cnc2O[C@H]1CN(C)Cc1ccccc1C(=O)O,1,1,1.2,3,7[16.7 µM],-2,2
COc1ccc(Nc2nnc(SCC(=O)NC3CCCC3)s2)cc1,-1,-3,0.5,11,-1,-1,x
COc1ccc(OCCn2cc(/C=N/NC(=O)c3ccncc3)c3ccccc32)cc1,-1,-7,x,5,x,7,-2
O=C(NCc1ccco1)C1CCC(CNS(=O)(=O)c2cccc3cccnc23)CC1 (configuration not stated),x,5,3.4,-1,-2,5,x
O=C(CN1CCN(C(=O)c2ccccc2)CC1)Nc1cccc(S(=O)(=O)N2CCCC2)c1,0,-1,-0.8,7,x,3,0
Cc1ccc(S(=O)(=O)NCC(=O)OCC(=O)NCc2ccc(F)cc2)cc1,-3,8,0.7,-8,x,4,34*
CCS(=O)(=O)N1CCC2(CC1)CN(C(=O)c1ccc(F)cc1)[C@@H](CO)c1[nH]c3cc(OC)ccc3c12,2,3,1.7,-4,x,-1,-5
O=C(N/N=C/c1ccc(F)cc1)c1cccc(NC(=O)c2ccc(F)cc2)c1,-5,1,-3.6,3,x,2,-3
CCCCCOc1ccc(/C=N/NC(=O)c2nnn(-c3nonc3N)c2CN2CCCCCC2)cc1,1,2,4.2,-2,x,-3,x
O=[N+]([O-])c1cccc2c(N3CCCC3)ccnc12,2,3,-3.9,-6,2,3,14
COc1c(N2CCN(C(=S)Nc3ccccc3F)C(C)C2)c(F)cc2c(=O)c(C(=O)O)cn(C3CC3)c12 (configuration not stated),-2,5,5.3,1,x,-1,-7
COc1cccc(CN(C)C(=O)c2ccc(NC(=O)CC3SC(N4CCCCC4)=NC3=O)cc2)c1OC (configuration not stated),4,2,-1.0,-9,-3,2,-3
C[C@H](CO)N1C[C@H](C)[C@H](CN(C)Cc2ccc(Oc3ccccc3)cc2)Oc2c(NC(=O)Nc3ccc(F)cc3)cccc2C1=O,8,-2,2.6,5,-2[16.7 µM],-1,3
C[C@H]1CN([C@@H](C)CO)C(=O)c2c(c3ccccc3n2C)-c2ccccc2CO[C@H]1CN(C)C(=O)C1CC1,1,-1,-0.7,-2,x,0,-1
CNC(=O)C[C@@H]1CC[C@H]2[C@@H](COC[C@H](O)CN2Cc2ccccc2F)O1,0,-3,0.0,-1,-10[16.7 µM],1,0
Cc1ccc(-c2noc(CN(C(=O)c3cccs3)C(C)C)n2)cc1,0,1,-1.0,1,3,0,-4
CCN(CC(=O)NC1CCS(=O)(=O)C1)S(=O)(=O)c1ccc(Br)cc1 (configuration not stated),-1,9,-0.7,8,-2,-1,1
Cc1ccc(C)c(NC(=O)CN2C(=O)NC(C)(c3ccc4c(c3)OCCO4)C2=O)c1 (configuration not stated),2,-6,-1.7,3,x,3,0
CCOC(=O)N1CCC(NC(=O)c2ccc3c(c2)N(Cc2ccccc2)CCS3)CC1,-1,2,5.3,3,x,-1,-6
CCn1cc2nc(SCC(=O)Nc3ccc(OC)cc3OC)n(Cc3ccc(OC)cc3)c(=O)c2n1,-1,-2,7.0,-4,x,-1,-3
O=S(=O)(N[C@H]1CC[C@@H](CCn2cc(-c3ccccn3)nn2)O[C@@H]1CO)c1cccc(F)c1,-1,-3,0.1,0,x,-1,0
C=CCNC(=O)C(=O)NCC1CCCN1CC (configuration not stated),-7,8,4.1,x,0,2,1
CN1CCN(C(=O)C[C@@H]2C[C@@H]3c4cc(NS(=O)(=O)c5ccc(F)cc5)ccc4O[C@@H]3[C@@H](CO)O2)CC1,x,x,-2.5,2,-2[16.7 µM],x,x
CC(C)C1Cc2c(sc3ncnc(NN)c23)CO1 (configuration not stated),-1,0,-1.9,-2,3,-6,-7
CCC(c1nnc(SCC(=O)Nc2cccc(S(N)(=O)=O)c2)n1Cc1ccccc1)N(C)C (configuration not stated),x,-10,5.3,2,-1,-4,-1
COc1ccc(OC)c(CN(CC(C)C)S(=O)(=O)c2ccccc2Br)c1,-1,0,0.4,-4,x,0,0
C[C@@H]1CN([C@@H](C)CO)C(=O)c2cc(NC(=O)Cn3cnnn3)ccc2O[C@H]1CN(C)Cc1ccc(C(=O)Nc2ccccc2N)cc1,-6,2,0.3,11,-7[16.7 µM],0,x
C=CCn1c(SCC(=O)N(C(C)CC)C2CCS(=O)(=O)C2)nc2ccccc2c1=O (configuration not stated),-1,-2,1.6,-6,-7,-3,0
CNC(=S)N(CCc1c(C)[nH]c2ccc(OC)cc12)Cc1cc(OC)c(OC)c(OC)c1,-1,3,3.6,8,0,0,1
Cn1ccnc1SCC(=O)c1ccc(Br)cc1,5,0,1.4,2,x,1,9
CCOc1ccc(N2C(=O)c3ccc(C(=O)OCC(=O)N(CC)C4CCS(=O)(=O)C4)cc3C2=O)cc1 (configuration not stated),0,1,-2.0,-3,-1,1,4
CC(=O)C[C@@H]1OC2CCCCC2N1S(=O)(=O)c1ccc(C)cc1 (some centres not stated),-5,2,0.6,-7,x,1,0
Cc1ccc(-c2noc(CNS(=O)(=O)c3ccccc3)n2)cc1,-1,-2,-0.4,-6,x,1,0
CCc1nc2c(OCC3CCCCC3)cccn2c1N(C=O)Cc1ccc(OC)cc1,9,1,-1.5,16,-2,5,-1
COc1ccc(NC(=O)c2ccc(CNc3c(NC4CCCCC4)c(=O)c3=O)cc2)cc1OC,2&2,3&-7,-1.2&2.2,8&-5,-24,-1&-2,-1&-2
COc1ccc(-c2nnc(SCC(=O)c3cccs3)o2)c(OC)c1,-2,2,x,x,x,3,-4
Cc1onc(-c2ccccc2)c1C(=O)OCC(=O)Nc1ccc(OC(F)(F)F)cc1,2,-4,-0.6,-2,x,4,3
COC(=O)C1CC2=C(CCCC2=O)N(c2ccccc2)C1=O (configuration not stated),10,9,-0.9,u,1,-2,-3
CC(=O)Nc1ccc(S(=O)(=O)NNC(=O)C(=O)NNc2ccccn2)cc1,x,0,-1.5,-4,4,-4,-6
COc1ccc(S(=O)(=O)N2CCN(C(=O)c3ccc([N+](=O)[O-])o3)CC2)cc1,2,6,-2.3,14,-1,31,1
C[C@H](CO)N1C[C@H](C)[C@@H](CN(C)Cc2ccncc2)Oc2ccc(NC(=O)Cc3ccccc3)cc2C1=O,-3,-1,-0.4,-8,-1[16.7 µM],-1,1
CCCNC(=O)C[C@H]1C[C@@H]2c3cc(NC(=O)C4CCOCC4)ccc3O[C@@H]2[C@H](CO)O1,0,2,-0.9,6,5[16.7 µM],-1,-3
O=C(CSc1nnc(COc2ccccc2F)n1-c1ccccc1)NC1CCS(=O)(=O)C1 (configuration not stated),1,1,x,4,x,-1,-3
CCOC(=O)C(=O)NCC(c1cccs1)S(=O)(=O)c1ccc(F)cc1 (configuration not stated),-2,-5,-4.2,9,x,1,2
C[C@@H]1CN([C@H](C)CO)C(=O)Cc2cc(NC(=O)CCCCCC(=O)Nc3ccccc3N)ccc2O[C@@H]1CN(C)C(=O)NC1CCCCC1,1,5,-0.3,9,2[16.7 µM],0,0

(list continues)
compound,ERAP1 HTS inh,ERp5 inh,F508del corr,DENV2 CPE,miR-122 sensor,CASP6 VEID inh,SIRT5 inh
Cc1ccccc1NC(=S)N(Cc1cccs1)C1CCCCC1,-1,0,-2.6,7,4,0,5
CC(=O)Nc1ccc(NC(=O)CSc2nc3nc(C)cc(C)c3c(=O)[nH]2)cc1,1,-11,-0.8,-4,6,-1,-1
O=C(N[C@H]1CC[C@@H](CCNC(=O)C2CCOCC2)O[C@@H]1CO)c1ccccn1,-1,-7,2.8,-7,x,1,-5
O=C(NCc1ccco1)c1cccnc1-c1nc2ccccc2s1,4,-6,x,x,-9,4,3
OC[C@@H]1[C@@H](c2ccc(F)cc2)C(c2cccc(Cl)c2)=NN1c1ccccc1,x,6,-2.4,-4,6,-1,-2
Cc1cccc(CCNS(=O)(=O)c2ccc3c(c2)NC(=O)CO3)c1,2,-3,1.7,-4,-3,4,-3
Cc1ccc(NC(=O)COC(=O)Cn2ccc(C(F)(F)F)n2)cc1Cl,3,18,1.4,5,-6,-2,-3
CN(C)CC(=O)Nc1ccc2c(c1)[C@@H]1C[C@H](CC(=O)NCCc3ccccc3)O[C@@H](CO)[C@@H]1O2,0,24,-0.4,u,4[16.7 µM],-1,2
Cc1noc(C)c1S(=O)(=O)N(C)C[C@@H]1OCCCC[C@@H](C)Oc2ccc(N(C)C)cc2C(=O)N([C@@H](C)CO)C[C@@H]1C,-2,-5,1.5,-3,1[16.7 µM],-2,2
COc1cc(O)cc(O)c1C(=O)/C=C/c1ccccc1,-1,5,0.6,-25,-15,3,x
Cc1cc(C(=O)Nc2cccc3c2O[C@H](CN(C)C)[C@@H](C)CN([C@H](C)CO)C3=O)n(C)n1,-2,0,1.2,-5,-2[16.7 µM],-2,x
NC(=O)C1CCN(C(=S)c2ccc(-c3ccc(Br)cc3)o2)CC1,1,-2,-0.4,19,7,-2,-3
COc1cc2c(cc1OC)C(=O)N1[C@H]3c4ccccc4OC[C@@H]3[C@H](c3ccccc3)[C@]1(C)C(=O)N2,-2,4,0.2,u,x,x,x
COc1ccc(S(=O)(=O)Nc2ccc3c(c2)C(=O)N([C@@H](C)CO)C[C@@H](C)[C@@H](CN(C)C(=O)c2ccccc2)OCCCC[C@@H](C)O3)cc1,7,8,1.0,-2,-2[16.7 µM],-2,-1
N#Cc1cccc(NS(=O)(=O)c2ccccc2Cl)c1,1,1,-8.9,1,42,0,-3
COc1ccc(Nc2nc3ccccc3nc2NS(=O)(=O)c2ccc(NC(C)=O)cc2)cc1,-1,10,-1.1,-1,x,1,9
CC(C)C(=O)NCCc1nc2ccccc2n1CCOc1ccccc1,1,-8,x,-3,x,-2,0
